EPAC1 ag – qHTS for Agonist of cAMP-regulated guanine nucleotide exchange factor 3 (EPAC1): primary screen; Rap guanine nucleotide exchange factor 3 (Homo sapiens), O95398; 0.073% of 360,000 active; Potency, µM (top dose mostly 154 µM), without a hit: top-dose activation, hits mostly activators; AID 720707, 2013; EPAC1 agonist qHTS, biochemical assay; response scale: 100% = response to 6.5 mM cAMP; also: potency is read from the fitted curve at half-maximal effect; nearly all actives have a fitted effect of over 60% in size
Target sequence (O95398 whole entry, looked up): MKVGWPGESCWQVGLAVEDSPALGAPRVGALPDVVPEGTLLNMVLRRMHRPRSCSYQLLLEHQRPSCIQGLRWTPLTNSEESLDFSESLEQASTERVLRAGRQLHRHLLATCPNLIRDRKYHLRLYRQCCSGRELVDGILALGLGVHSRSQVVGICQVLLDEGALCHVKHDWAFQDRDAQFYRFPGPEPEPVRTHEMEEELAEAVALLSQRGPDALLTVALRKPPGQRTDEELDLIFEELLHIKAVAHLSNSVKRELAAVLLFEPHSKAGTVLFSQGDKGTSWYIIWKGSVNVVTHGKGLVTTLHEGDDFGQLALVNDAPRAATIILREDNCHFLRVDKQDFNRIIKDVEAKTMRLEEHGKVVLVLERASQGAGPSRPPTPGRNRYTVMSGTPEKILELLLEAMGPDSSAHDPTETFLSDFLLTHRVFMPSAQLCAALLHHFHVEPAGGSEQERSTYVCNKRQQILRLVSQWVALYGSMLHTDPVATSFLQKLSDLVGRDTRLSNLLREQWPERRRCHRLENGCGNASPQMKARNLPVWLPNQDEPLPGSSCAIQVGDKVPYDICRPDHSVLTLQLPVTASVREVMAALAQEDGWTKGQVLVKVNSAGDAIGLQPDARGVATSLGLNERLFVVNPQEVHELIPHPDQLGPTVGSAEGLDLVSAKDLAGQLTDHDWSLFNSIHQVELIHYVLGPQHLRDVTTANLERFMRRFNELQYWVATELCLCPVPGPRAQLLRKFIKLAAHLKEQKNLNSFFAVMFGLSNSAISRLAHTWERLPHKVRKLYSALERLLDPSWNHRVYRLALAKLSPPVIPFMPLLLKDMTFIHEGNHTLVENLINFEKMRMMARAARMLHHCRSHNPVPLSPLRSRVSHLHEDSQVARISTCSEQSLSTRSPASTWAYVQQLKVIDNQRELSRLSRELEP
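EPAC1 100 nM, Rap1B–BODIPY-GDP 250 nM, unlabeled GDP 50 uM; compound titration; 5 min RT; kinetic read ex480/em540 at 5-min intervals ×30 min; data normalized to 6.5 mM cAMP agonist control.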
EPAC1 antagonist – qHTS for Antagonist of cAMP-regulated guanine nucleotide exchange factor 3 (EPAC1): primary screen; Potency, µM (series often up to 115 µM), for inactives: at the top dose activity change, negative = inhibition, usual class: inhibitors; AID 720709, 2013; EPAC1 GEF assay, Rap1b-BODIPY-GDP exchange fluorescence; 0.14% of 360,000 active; Rap guanine nucleotide exchange factor 3 (Homo sapiens), O95398;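 also: potency is read from the fitted curve at half-maximal effect; plate controls were vehicle for no effect and positive control for full effect; nearly all actives have a fitted effect of over 50% in size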
EPAC2 antagonist – qHTS for Antagonist of cAMP-regulated guanine nucleotide exchange factor 2 (EPAC2): primary screen | EPAC2 GEF exchange of Rap1B-BODIPY-GDP, fluorescence | Potency, µM (highest dose often 114 µM), inactives show top-dose activity, negative = inhibition, most hits filed as inhibitors | 0.18% of 360,000 active | AID 720708, 2013; also: potency is read from the fitted curve at half-maximal effect; % is scaled to controls: 0 for no effect and ±100 for the full control effect; nearly all actives have a fitted effect of over 45% in size; many of its hits are not listed in these tables
PI5P4K alpha inh – qHTS for Inhibitors of phosphatidylinositol 5-phosphate 4-kinase (PI5P4K). Phosphatidylinositol 5-phosphate 4-kinase type-2 alpha (Homo sapiens), P48426. PI5P4Kalpha enzyme, ADP-Glo luminescence, 60 min; active compounds read low. max response, %. 1.2% of 330,000 active. AID 652105, 2013; active = max response of -50% or lower; inconclusive = between -30% and -50%; inactive = -30% or higher; also: value at the top dose of about 77 µM; % is scaled to controls: 0 for no effect and ±100 for the full control effect
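qHTS, 1536-well: enzyme/substrate mix, compound by pin tool, 5 microM ATP final; RT 60 min; ADP-Glo reagents 1 (45 min) then 2 (30 min); luminescence.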
PLK1 PBD inh – qHTS for Inhibitors of PLK1-PDB (polo-like kinase 1 - polo-box domain): Primary Screen; Serine/threonine-protein kinase PLK1 (Homo sapiens), P53350; Plk1 PBD binding of FITC phosphopeptide, fluorescence polarization; Potency, µM, inactives show max response, negative = inhibition, most hits filed as inhibitors; 2.8% of 360,000 active; also: potency is read from the fitted curve at half-maximal effect; series mostly up to about 57 µM; % is scaled to controls: 0 for no effect and ±100 for the full control effect; nearly all actives have a fitted effect of over 65% in size
WRN inhibitor – qHTS for Inhibitors of WRN Helicase; Bifunctional 3'-5' exonuclease/ATP-dependent helicase WRN (Homo sapiens), Q14191; WRN helicase unwinding, fluorescent forked duplex, kinetic; Potency, µM (doses to about 114 µM), for the others: top-dose activity change, negative = inhibition, usual class: inhibitors; 0.46% of 360,000 active; AID 651768, 2012; also: potency is read from the fitted curve at half-maximal effect; % is scaled to controls: 0 for no effect and ±100 for the full control effect; nearly all actives have a fitted effect of over 55% in size
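Enzyme (20 nM final) and test compound sit together 15 min at room temperature before substrate addition. Substrate is a single-forked duplex oligonucleotide (100 nM) labelled with fluorophore and quencher, with 2 mM ATP; helicase unwinding raises red fluorescence, read kinetically.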
Mm-Cpn inhibitor – Inhibitors of TCP-1 ring complex (TRiC) of Methanococcus maripaludis (MmCpn): qHTS | 0.031% of 330,000 active | Potency, µM (top dose mostly 76.9 µM), for the others: at the highest dose activity, negative = inhibition, hits mostly inhibitors | Chaperonin Mm-Cpn (Methanococcus maripaludis) | purified Mm-Cpn ATPase, ADP Transcreener TR-FRET; also: potency is read from the fitted curve at half-maximal effect; % is scaled to controls: 0 for no effect and ±100 for the full control effect; nearly all actives have a fitted effect of over 80% in size
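TR-FRET (320 nm excitation; 590 and 665 nm emission) reports ADP made from 10 uM ATP by 25 nM enzyme; compounds were preincubated 10 min, reaction run 30 min, both at 37°C.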
CCT chaperon mod – High-Throughput Screening for Modulators of Cytosolic Chaperonin Activity. purified chaperonin ATPase assay, HTRF ADP detection, 30 min. activity change, % (test concentration not listed), hits read low. 0.3% of 360,000 active. AID 651819, 2012; in the data active = activity change below about -30%; also: % is scaled to controls: 0 for no effect and ±100 for the full control effect
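Nucleotide hydrolysis assay: TRiC at 20–40 nM final (set by batch activity) with 10 uM ATP, 30 min at 37 °C, in presence of 76 uM compound. Detection by competitive ADP HTRF, 30 min ambient.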
* hit, by the source's call; ? = inconclusive; . = not tested or not shown; [ ] = another dose, or the depositor's remark. Unless noted, calls follow the shape of the dose curve; as a rule, active = well fitted curve in the direction sought with a large enough effect; inconclusive = small, poorly fitted or top-dose-only effect, or another doubt; inactive = no such curve, though single readings can be large; an effect the other way counts as inactive or inconclusive. Only part of the results is shown, so the mix of outcomes need not match the whole.

(1) O=C(CNC(=S)NC(=O)c1ccc(F)cc1)c1ccccc1
(2) Cc1ccc([N+](=O)[O-])cc1N(CC(=O)NC1CCCC1)S(C)(=O)=O
(3) CC(=O)Nc1ccc(S(=O)(=O)N2CCC(N3CCCCC3)CC2)cc1
(4) O=C(NC1CCCC1)C(c1ccc(F)cc1)N(C(=O)Cc1cccs1)c1ccc2c(c1)OCCO2 (configuration not stated)
(5) CC(C)CC1(C)NC(=O)N(CC(=O)NC(=O)Nc2ccc3c(c2)OCCO3)C1=O (configuration not stated)
(6) Cc1ccc(CNS(=O)(=O)c2c(C(=O)N3CCCCC3)c(C)n(C)c2C)o1
(7) COc1cc(C(=O)Oc2ccc3ccc(O)cc3c2)cc(OC)c1OC
(8) O=C(NNc1ccc([N+](=O)[O-])cc1)C12CC3CC(CC(C3)C1)C2
(9) C=CC[C@@H](CC(=O)OC(C)(C)C)C(=O)OC[C@H]1CCCN1C(=O)[C@@H](CC=C)CC(=O)N(CCO)Cc1ccccc1
(10) O=S(=O)(c1cccc2cccnc12)N1CCN(Cc2ccc3c(c2)OCO3)CC1

screen / no.,1,2,3,4,5,6,7,8,9,10
EPAC1 ag,-8%,7%,-10%,5%,4%,-16%,2%,13%,-16%,-4%
EPAC1 antagonist,2%,9%,-26%,9%,-4%,-29%,-12%,-7%,-19%,14%
EPAC2 antagonist,2%,3%,-4%,-5%,-3%,-15%,-20%,-3%,-15%,-3%
PI5P4K alpha inh,-5,-1,1,.,3,-4,1,.,-1,3
PLK1 PBD inh,-7%,-3%,-10%,0%,-6%,-26%,1%,-11%,-15%,0%
WRN inhibitor,8%,4%,2%,-6%,-1%,3%,-7%,4%,0%,6%
Mm-Cpn inhibitor,-5%,0%,0%,-2%,-2%,0%,-1%,0%,2%,-8%
CCT chaperon mod,-1.2,2.9,-1.6,-1.5,1.0,-0.5,0.7,-8.0,-2.1,1.8

(11) CCOc1ccccc1NC(=O)COC(=O)c1cc(C(=O)OC)cc([N+](=O)[O-])c1
(12) O=C(CSc1nnc(-c2ccccc2Cl)o1)N1CCCCC1
(13) Cc1cc(F)ccc1NS(=O)(=O)c1c(C(=O)N2CCOCC2)c(C)n(C)c1C
(14) Cc1ccc(S(=O)(=O)NCCC(=O)N2CCC(Cc3ccccc3)CC2)cc1
(15) CCCC(C(=O)NCc1ccco1)N(C(=O)CNS(=O)(=O)c1ccccc1)c1ccccc1OC (configuration not stated)
(16) Cc1cc(NC(=O)CN2CCN(c3cccc(Cl)c3)CC2)no1
(17) COc1cc(OC)c(OC)cc1CCC(C)NC(=O)Cc1ccccc1 (configuration not stated)
(18) CCN=C1NN=C(c2ccc(C)cc2)CS1
(19) O=C(NCc1ccco1)C(C(=O)c1ccc(F)cc1)n1ccccc1=O (configuration not stated)
(20) O=C(Cc1ccccc1)Nc1cccc(S(=O)(=O)N2CCCCCC2)c1

screen / no.,11,12,13,14,15,16,17,18,19,20
EPAC1 ag,3%,5%,-14%,?,0%,3%,-2%,8%,11%,-2%
EPAC1 antagonist,-27%,-18%,-6%,-9%,2%,-4%,5%,0%,-4%,18%
EPAC2 antagonist,-10%,-11%,7%,-10%,14%,4%,0%,3%,3%[57.1 µM],-15%
PI5P4K alpha inh,4,6,-1,0,1,-3,1,.,0,-7
PLK1 PBD inh,-11%,-11%,-3%,1%,0%,1%,-9%,?,-6%,1%
WRN inhibitor,6%,-6%,8%,0%,-16%[57.1 µM],0%,-5%,0%,9%,11%
Mm-Cpn inhibitor,0%,-1%,-2%,2%,0%,1%,3%,-2%,0%,-2%
CCT chaperon mod,-1.4,1.4,-0.6,-0.5,0.1,-3.1,-3.2,-1.2,0.3,0.6

(21) COc1ccc(-c2nnc(SCC(=O)NCC3CCCO3)o2)cc1 (configuration not stated)
(22) CS(=O)(=O)Nc1ccc(S(=O)(=O)N2CCCC2)cc1
(23) CC(=O)N1CCSc2ccc(S(=O)(=O)NCc3ccccc3)cc21
(24) C=CCN(C(=O)c1csnn1)C(C(=O)NCc1ccccc1)c1ccccc1F (configuration not stated)
(25) O=C(O)C1C2C=CC3(CN(c4cccc(C(F)(F)F)c4)C(=O)C13)O2 (configuration not stated)
(26) CC(=O)c1cccc(N2C(=NC(=O)C(C)C)SC3CS(=O)(=O)CC32)c1 (configuration not stated)
(27) COc1cc(/C=C/C(=O)OCc2csc(CC(=O)Nc3ccc(C)cc3)n2)ccc1OCC#N
(28) COc1ccc(NC(=O)C2CCCC2)cc1
(29) CC1(c2nnc(-c3ccncc3)o2)CC(c2ccc(F)cc2)=NO1 (configuration not stated)
(30) CCOC(=O)C1=C(CNC(C)(C)CC(C)(C)C)NC(=O)NC1c1cccc([N+](=O)[O-])c1 (configuration not stated)

screen / no.,21,22,23,24,25,26,27,28,29,30
EPAC1 ag,12%,1%,-8%,1%,9%,7%,11%,3%,6%,-16%
EPAC1 antagonist,-5%,3%,-14%,7%,0%,-4%,-14%,-10%,-3%,-22%
EPAC2 antagonist,9%,5%,6%,3%,-5%,-10%,-13%,0%,5%,-19%
PI5P4K alpha inh,0,-5,-2,-7,.,3,6,0,-1,-3
PLK1 PBD inh,5%,-4%,1%,-2%,-1%,-2%,-5%,-7%,-10%,-14%
WRN inhibitor,-1%,-33%,6%,5%,-5%,-5%,-7%,-1%,0%,-5%
Mm-Cpn inhibitor,1%,1%,-2%,1%,0%,-1%,-16%,2%,-1%,-1%
CCT chaperon mod,0.3,-3.7,1.6,-1.8,-0.7,0.6,0.0,0.3,-2.7,-3.6

Entries from the list above that have a Cl atom, in the order listed:
(12) O=C(CSc1nnc(-c2ccccc2Cl)o1)N1CCCCC1
(16) Cc1cc(NC(=O)CN2CCN(c3cccc(Cl)c3)CC2)no1

screen / no.,12,16
EPAC1 ag,5%,3%
EPAC1 antagonist,-18%,-4%
EPAC2 antagonist,-11%,4%
PI5P4K alpha inh,6,-3
PLK1 PBD inh,-11%,1%
WRN inhibitor,-6%,0%
Mm-Cpn inhibitor,-1%,1%
CCT chaperon mod,1.4,-3.1

As entered above.
EPAC2 antagonist result of CS(=O)(=O)Nc1ccc(S(=O)(=O)N2CCCC2)cc1 → 5%
EPAC2 antagonist result of CC1(c2nnc(-c3ccncc3)o2)CC(c2ccc(F)cc2)=NO1 (configuration not stated) → 5%

More compounds:
(31) CCCC(C)C(=O)Nc1nc(C)c(-c2csc(Nc3ccc(Cl)cc3)n2)s1 (configuration not stated)
(32) COc1cccc(CN2CCC(C(=O)N3CCN(c4ccccc4F)CC3)CC2)c1
(33) CC(C)=CCN1CCN(Cc2coc3ccc(C)cc3c2=O)CC1CCO (configuration not stated)
(34) CCCNC(=O)c1ccc(N2CCC3(CC2)CC(c2cccc(Br)c2)=NO3)c([N+](=O)[O-])c1
(35) COc1cc(OC)cc(C(=O)N2CCC(C(=O)N3CCOCC3)CC2)c1
(36) COc1ccc(C(=NNc2ccccc2C(=O)O)c2ccc(OC)cc2)cc1
(37) Cc1ccc(Nc2cc(C)nc(-c3ccccc3O)n2)cc1
(38) CCN(Cc1ccccc1)C(=O)CSc1nncn1C
(39) O=C(NC1CCN(C(=O)N2c3ccccc3Sc3ccccc32)CC1)c1ccccc1F
(40) C=CCC(NCc1ccccc1)c1ccc(Cl)cc1 (configuration not stated)

screen / no.,31,32,33,34,35,36,37,38,39,40
EPAC1 ag,-11%,0%,8%,-9%,-8%,-4%,10%,5%,14%,-1%
EPAC1 antagonist,2%,-4%,-10%,-5%,2%,-17%,-7%,-9%,0%,-22%
EPAC2 antagonist,12%,5%,-6%,12%,6%,-3%,-10%,-3%,-4%,-11%
PI5P4K alpha inh,-16,-2,2,15,-11,-25,29,-3,.,10
PLK1 PBD inh,-17%,-3%,-3%,-15%,3%,?,-2%,4%,0%,-2%
WRN inhibitor,1%,-16%,-4%,6%,4%,-21%,-12%,-3%[57.1 µM],-10%,-6%
Mm-Cpn inhibitor,-11%,2%,-1%,3%,-1%,1%,-3%,-3%,-9%,0%
CCT chaperon mod,-2.2,-0.6,-2.3,-0.1,0.3,1.7,0.3,1.7,0.8,0.5

(41) CCCn1c(SCC(=O)Nc2nnc(-c3ccccc3)s2)nnc1-c1ccccn1
(42) CCOC(=O)/C=C1\NC2(CCCCC2)Cc2cc(OC)c(OC)cc21
(43) C=CCn1c(O)c(N=NC(=S)Nc2cccc(OC)c2)c2ccccc21
(44) CN(C)CCn1c2c(c(SCC(=O)N3CCc4ccccc43)nc1=O)CCCC2
(45) Cc1c(Nc2nc3ccccc3nc2N2CCN(c3ccccc3)CC2)c(=O)n(-c2ccccc2)n1C

screen / no.,41,42,43,44,45
EPAC1 ag,15%,14%,3%,-1%,-6%
EPAC1 antagonist,-8%,-5%,-7%,-2%,-3%
EPAC2 antagonist,-2%,-1%,5%,22%,-19%
PI5P4K alpha inh,5,.,-4,-11,-3
PLK1 PBD inh,-4%,-9%,1%,1%,0%
WRN inhibitor,-9%,-4%,7%,1%,-2%
Mm-Cpn inhibitor,3%,.,2%,-2%,0%
CCT chaperon mod,-0.6,-1.6,0.8,1.2,-0.1
